# From PubChem
# VEEV TC-83 Vero = inhibitors of VEEV TC-83 cytopathic effect, confirmation, Vero cells (AID 588727); Vero cells, VEEV TC-83 cytopathic effect inhibition; higher % means a stronger effect; one-dose inhibition, % at 20 µM; IC50 in µM for titrated hits; hit rate 0.13% among 350,000; in the data active = a potency from the dose series; inconclusive = inhibition mostly from about 14% at the one dose, without a potency; inactive = the rest, 99 in 100 with inhibition below about 12%; also: strong numbers were not always called active
# H1N1 NS1A inhibition = NS1A inhibition, H1N1 influenza, cell based functional assay (AID 504329) | NS1A functional cell-based assay, percent inhibition; higher % means a stronger effect | inhibition, % at 12.5 µM; hits with a dose series show IC50 in µM | hit rate 0.3% among 340,000; in the data active = a potency from the dose series; inconclusive = inhibition above about 27% without an active follow-up result; also: strong numbers were not always called active
# Salmonella PhoP GFP = PhoP regulon inhibitors, Salmonella typhi PhoP promoter GFP reporter, confirmatory (AID 1850); Salmonella Typhi PhoP-promoter GFP reporter, fluorescence, 4 h; higher % means a stronger effect; hit rate 0.33% among 310,000; one-dose inhibition, % at 50 µM; IC50 in µM for titrated hits; in the data active = a potency from the dose series; inconclusive = inhibition mostly from about 25% at the one dose, without a potency; inactive = the rest, 99 in 100 with inhibition below about 19%;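 also: 0% = induced wells with vehicle and 100% = uninduced wells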
# M. tuberculosis HTS = M. tuberculosis growth inhibition, HTS (AID 449762). M. tuberculosis H37Rv growth inhibition, 7H9 media; higher % means a stronger effect. hit rate 0.59% among 330,000. inhibition, % at 25 µM; hits with a dose series show IC50 in µM; in the data active = a potency from the dose series; inconclusive = inhibition above about 70% without an active follow-up result;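 also: bacterial growth assessed after seven days of incubation; strong numbers were not always called active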
# M. tuberculosis = growth inhibition of non-replicating M. tuberculosis (AID 488890); inhibition, % at 25 µM, or IC50 in µM where a hit was titrated; hit rate 0.39% among 320,000; Mycobacterium tuberculosis non-replicating, growth inhibition; higher % means a stronger effect; in the data active = a potency from the dose series; inconclusive = inhibition mostly from about 82% at the one dose, without a potency; inactive = the rest, 99 in 100 with inhibition below about 76%;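 also: plate controls were DMSO cells for no effect and high antibiotic wells for full effect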
# VEEV TC-83 Vero 10K pilot screen = further read-out of VEEV TC-83 Vero, marked with its call; inhibition, %; measured here: 10K pilot screen inhibition
# * marks the source's active call; other numbers are inactive results; i = inactive; ? = inconclusive; nt = not tested or not shown.
SMILES,VEEV TC-83 Vero,H1N1 NS1A inhibition,Salmonella PhoP GFP,M. tuberculosis HTS,M. tuberculosis,others
CC1CCN(C(=O)CSc2ccc(-c3ccc4c(c3)OCCO4)nn2)CC1,1.0%,3%,-5%,4%,39%,
COc1ccc(/C=C2/SC(c3ccc(C)cc3)=NC2=O)cc1OC,6.7%,6%,-62%,4%,20%,
CCOc1cc(C2C3=C(CCCC3=O)OC3=C2C(=O)CCC3)cc([N+](=O)[O-])c1O,3.0%,2%,-7%,-4%,11%,
CC(=O)N(CC(=O)Nc1nn(-c2ccccc2)nc1C(N)=O)Cc1ccccc1,i,-5%,-4%,1%,-2%,
COc1ccc(F)cc1S(=O)(=O)n1nnc2ccccc21,14%,7%,-5%,9%,44%,
O=C(CC12CC3CC(CC(Br)(C3)C1)C2)NC1=NCCS1,0.8%,2%,5%,-7%,-10%,
O=C(NCc1ccc2c(c1)OCO2)c1ccccn1,0.5%,0%,-10%,9%,78%,
O=C(CSc1nnnn1C1CCCC1)N1CCOCC1,0.1%,3%,1%,0%,-2%,
CCOC(=O)/C(C#N)=C\c1ccc(N2CCN(C)CC2)cc1,0.6%,-5%,8%,6%,10%,
CN1CCCN(C(=O)C2CCCCC2)CC1,0.9%,-5%,-8%,-6%,-2%,
CCOc1cccc(NC(=O)C2CC(=O)N(C)C2)c1 (stereo not drawn),i,-4%,-7%,-1%,8%,
CC(C(=O)Nc1ccccc1Oc1ccccc1)c1ccccc1 (stereo not drawn),0.9%,0%,0%,3%,5%,
CCOc1ccc(CNC(=O)c2nnc(CS(=O)(=O)c3ccccc3)o2)cc1OC,0.8%,22%,8%,-4%,0%,VEEV TC-83 Vero 10K pilot screen=0.6
CC(C)c1c(O)cc(-c2ccncc2)n(-c2ccc(Cl)cc2)c1=O,0.1%,-2%,-1%,8%,-1%,
CN1CCC2(CC1)c1ccccc1-c1ccccc12,i,-13%,nt,nt,nt,
Nc1nonc1C(=O)NCCNc1ccc([N+](=O)[O-])cc1,i,nt,-20%,6%,4%,
CN(c1ccc(C(=O)O)cc1)S(=O)(=O)c1ccc(Cl)cc1,0.8%,-2%,-8%,7%,-3%,
Cc1nn(Cc2ccccc2)c(=O)n1N(C)c1ncc(C(F)(F)F)cc1Cl,0.4%,8%,8%,-4%,23%,
CCCCOC(=O)Nc1cccc(C(=O)OCC)c1,i,-6%,-8%,-2%,67%,
CC(C)c1csc(CN2CCCC(CCC(=O)NCc3ccccc3F)C2)n1 (stereo not drawn),0.3%,-9%,-4%,0%,10%,
O=c1c(-c2ccco2)[n+]([O-])c2ccccc2n1OCc1ccccc1,0.1%,4%,-8%,2%,-7%,
CCCCCCCCNc1ncnc2[nH]ncc12,0.6%,-22%,nt,nt,nt,
CCCCNC(=O)C1CCCN(S(=O)(=O)c2ccc(-n3cnnn3)cc2)C1 (stereo not drawn),i,-8%,1%,0%,-2%,
CCOC(=O)N1CCN(C(=O)COc2ccc([N+](=O)[O-])cc2)CC1,i,1%,-6%,-4%,1%,
CCn1cc(CN2CCC(C(=O)Nc3cccc(-c4cccc(F)c4)c3)CC2)cn1,0.9%,2%,-3%,6%,7%,

# Six entries already listed, sorted by formula weight, largest number first.
SMILES,VEEV TC-83 Vero,H1N1 NS1A inhibition,Salmonella PhoP GFP,M. tuberculosis HTS,M. tuberculosis,others
CCOc1cc(C2C3=C(CCCC3=O)OC3=C2C(=O)CCC3)cc([N+](=O)[O-])c1O,3.0%,2%,-7%,-4%,11%,
CCCCNC(=O)C1CCCN(S(=O)(=O)c2ccc(-n3cnnn3)cc2)C1 (stereo not drawn),i,-8%,1%,0%,-2%,
CCOC(=O)N1CCN(C(=O)COc2ccc([N+](=O)[O-])cc2)CC1,i,1%,-6%,-4%,1%,
CN(c1ccc(C(=O)O)cc1)S(=O)(=O)c1ccc(Cl)cc1,0.8%,-2%,-8%,7%,-3%,
Nc1nonc1C(=O)NCCNc1ccc([N+](=O)[O-])cc1,i,nt,-20%,6%,4%,
O=C(NCc1ccc2c(c1)OCO2)c1ccccn1,0.5%,0%,-10%,9%,78%,

# Other records follow.
SMILES,VEEV TC-83 Vero,H1N1 NS1A inhibition,Salmonella PhoP GFP,M. tuberculosis HTS,M. tuberculosis,others
O=C(Cn1c(COc2ccccc2)nc2ccccc21)Nc1cc(Cl)c(Cl)cc1Cl,nt,nt,-3%,-7%,-14%,
CCOC(=O)C(Cc1ccccc1)NC(=O)CCc1nnc2ccc(N3CCCCC3)nn12 (stereo not drawn),1.7%,-3%,-9%,-8%,61%,
CC(NC(=O)c1cc2c(s1)CCCC2)C(C)(C)C (stereo not drawn),i,-5%,-4%,9%,54%,
Cn1cc(C=C2C(=O)NC(=O)NC2=O)c2ccccc21,1.5%,-2%,-55%,-7%,-1%,
Cc1cc(C)nc(Nc2ncc(O)n2-c2ccccc2)n1,0.8%,2%,-15%,3%,15%,
O=C(CCNS(=O)(=O)c1ccccc1C(F)(F)F)N1CCCCCCC1,0.5%,-2%,nt,-17%,23%,
O=c1[nH]c(-c2ccccc2)c(-c2ccccc2)nc1[N+](=O)[O-],i,2%,8%,6%,10%,
CCOC(=O)CSc1snnc1-c1ccccc1,i,1%,2%,14µM*,?,
CCOC(=O)N1CCN(C(=O)CSc2nc3c([nH]c4ccccc43)c(=O)n2CCOC)CC1,8.7%,-7%,-6%,-22%,nt,
Cc1ccc2c(c1)C(=O)C(=O)N2c1ccc(C(F)(F)F)cc1,i,-26%,nt,2%,18%,
CC(C)N1CCc2c(sc(NC(=O)c3cc(-c4cccs4)nc4ccccc34)c2C(N)=O)C1,i,13%,8%,32%,?,
CC[C@]12c3[nH]c4cc(-c5ccco5)ccc4c3CCN1C(=O)[C@@H](CC(=O)NC/C=C(\C)CCC=C(C)C)C[C@@H]2C(=O)N1CCN(C(=O)C2CC2)CC1,0.4%,4%,nt,nt,nt,
CCOc1ccc2nc(N3CCCC(C(=O)NCCCN4CCOCC4)C3)sc2c1 (stereo not drawn),2.8%,-10%,7%,-4%,13%,
COc1ccc(/C=N/N2CCN(C3c4ccccc4-c4ccccc43)CC2)cc1OC,1.6%,-6%,-6%,1%,18%,
Cc1ccc(S(=O)(=O)NCC(=O)OCC(=O)N2N=C(c3ccc(Cl)cc3)CC2c2ccco2)cc1C (stereo not drawn),i,-10%,4%,-9%,5%,
CC(SCC(=O)Nc1ccc(S(=O)(=O)N2CCCCC2)cc1)C(=O)O (stereo not drawn),9.6%,-10%,-2%,-15%,2%,
OC(CSc1ccccc1Cl)CN1CCN(c2ccccc2F)CC1 (stereo not drawn),i,2%,-7%,53%,60%,
COc1cc(C)c(CNc2cc(C)cc(C)c2)cc1C,i,5%,5%,5%,-4%,
COC(=O)c1sc(=S)sc1C(=O)OC,1.1%,-5%,-13%,2%,64%,
Cc1ccc(/C(O)=C/C(=O)C(=O)NC23CC4CC(CC(C4)C2)C3)cc1,0.6%,-2%,-12%,-4%,?,
Cc1cc(NC(=O)Cc2ccccc2)nc2c1c(=O)oc1ccccc12,i,-6%,-12%,-4%,nt,
O=C1Nc2ccccc2C12OCCS2 (stereo not drawn),nt,nt,-3%,0%,-3%,
C=CCn1nnnc1-c1cccc(Cl)c1,i,1%,6%,6%,4%,
CCC(CO)Oc1cc(NCc2ccc(C(C)(C)C)cc2)c2ncn(C(C)C)c2c1 (stereo not drawn),6.2%,5%,nt,11%,19%,
CC12CCC(=O)N1C(C(=O)Nc1ccccc1N1CCOCC1)CS2 (stereo not drawn),4.8%,2%,11%,-1%,3%,
# Next part
SMILES,VEEV TC-83 Vero,H1N1 NS1A inhibition,Salmonella PhoP GFP,M. tuberculosis HTS,M. tuberculosis,others
Cn1nc(-c2ccccc2)c2ncc(C(F)(F)F)cc21,0.1%,5%,1%,-3%,-18%,VEEV TC-83 Vero 10K pilot screen=0.3
COc1ccc(N2CCN(C(=O)C(OC(C)=O)c3ccccc3)CC2)cc1 (stereo not drawn),2.7%,15%,-14%,-9%,1%,
c1ccc2c(c1)oc1c(N3CCOCC3)ncnc12,0.3%,1%,-11%,7%,-10%,
CC(C)[C@H](NC(=O)NCCc1ccc(Cl)cc1)C(=O)O,i,19%,-5%,0%,4%,
CCc1cc2c(=O)c(-c3nc4ccccc4n3C)c(CCCC(=O)O)oc2cc1OC(=O)C(C)(C)C,1.4%,-9%,-7%,-5%,-15%,
O=C(Nc1nnc(C2CCCO2)s1)c1ccc(Br)cc1 (stereo not drawn),3.6%,3%,-13%,0%,16%,
CC(=O)Oc1ccc(/C=c2\sc3ncnn3c2=O)cc1,i,5%,11%,-2%,-14%,
COc1ccc2cc(OC)c(C(=O)N3CCOCC3)cc2c1,0.8%,-8%,-7%,0%,14%,
CN(CC(=O)Nc1ccc(Cl)c(C(F)(F)F)c1)C(=O)c1cnccn1,i,6%,nt,-1%,9%,
CCN(CC)C(=O)c1ccc(N)cc1,i,-12%,-13%,4%,10%,
Cc1cc(OCc2nn[nH]n2)c2c3c(c(=O)oc2c1)CCC3,i,-10%,2%,0%,-5%,
CCC1CCc2sc(C(=O)OCC(=O)N(CCOC)c3c(N)n(Cc4ccccc4)c(=O)[nH]c3=O)cc2C1 (stereo not drawn),1.9%,-4%,6%,-7%,16%,
Cc1ccc(OCC(=O)N2CCN(C3CCC(c4ccccc4)CC3)CC2)cc1 (stereo not drawn),1.0%,-1%,5%,4%,47%,
Cc1cccc(NC(=O)c2ccc3c(c2)OCCO3)c1C,2.8%,-33%,-17%,-3%,-13%,
C[C@H]1COC(=O)[C@@H](Cc2ccc(F)cc2)CC/C=C/C[C@@H](CC(=O)N(CCO)Cc2ccccc2)C(=O)N1,8.1%,10%,nt,-6%,65%,
CC(=O)c1c(C)n(CCCOC(C)C)c2ccc(O)cc12,1.1%,10%,1%,-7%,0%,
c1ccc(Nc2nc(N3CCOCC3)nc(N3CCOCC3)n2)cc1,6.4%,-24%,-5%,1%,-5%,
CCOC(=O)c1c(C)[nH]c(C)c1S(=O)(=O)Nc1ccc(CN2CCCCC2)cc1,i,-4%,-4%,0%,11%,
Cn1c(SCC(=O)Nc2nc3ccccc3s2)nnc1-c1ccccc1,1.4%,-16%,-10%,12%,3%,
COc1cccc(CNC(=O)c2cc3c(C)nc4ccccc4c3o2)c1,9.4%,1%,-2%,3%,16%,
CCCCCNC(=O)Cn1c(=O)c2c(ncn2CC(C)C)n(Cc2ccccc2)c1=O,i,-1%,6%,10%,0%,
Cc1sc2ncnc(SCC(=O)N(C(C)C)C(C)C)c2c1C,2.2%,7%,5%,-1%,19%,
CCSc1nnc(-c2ccc(OC)cc2)o1,2.7%,6%,4%,52%,?,
COc1ccccc1NC(=O)CNC(=O)c1ccccc1,1.9%,-7%,-5%,-3%,-20%,
COc1ccc(OC)c(S(=O)(=O)N2CCN(c3ccc(F)cc3)CC2)c1,i,3%,5%,2%,-8%,
# Next part:
SMILES,VEEV TC-83 Vero,H1N1 NS1A inhibition,Salmonella PhoP GFP,M. tuberculosis HTS,M. tuberculosis,others
CC(=O)c1ccc(Nc2ccc(-c3ccccc3F)nn2)cc1,11%,-1%,4%,-1%,24%,
COC(=O)c1ccc(COc2ccc(C=O)cc2OC)o1,0.4%,2%,4%,57%,6%,
O=[N+]([O-])c1ccc(/C=C2\CCC(C3=CCCC3)=C2N2CCOCC2)cc1,i,18%,3%,1%,8%,
O=S(=O)([O-])CCC[N+]1(CC#Cc2ccccc2)CCCCC1,0.9%,-13%,-19%,6%,10%,
O=C(Oc1cccc(OC(=O)N2CCCCC2)c1)N1CCCCC1,0.6%,-9%,1%,2%,19%,
CCCNC(=O)CN(c1ccc(F)cc1)S(=O)(=O)c1ccc2c(c1)OCCO2,0.9%,-3%,1%,-2%,-17%,
O=C(COc1ccc(F)cc1Br)N1CCN(c2ncccn2)CC1,1.5%,3%,6%,-2%,-5%,
COc1ccccc1NC(=O)Cn1cnc2sc(C(=O)Nc3ccc(OC)c(OC)c3)c(C)c2c1=O,0.6%,-9%,6%,2%,-12%,
Cc1occc1C(=O)N/N=C/c1cccs1,1.2%,-26%,70µM*,-7%,?,
CN(C(=O)COc1ccccc1)c1nc(-c2ccc(F)cc2)cs1,2.0%,-10%,2%,-8%,2%,VEEV TC-83 Vero 10K pilot screen=1.3
O=C(c1ccc([N+](=O)[O-])cc1[N+](=O)[O-])N1CCCC1,i,-9%,13%,7%,8%,
COc1cc(OC)c(S(=O)(=O)Nc2ccc(C(=O)O)cc2)cc1S(=O)(=O)Nc1ccc(C(=O)O)cc1,0.3%,8%,7%,-8%,-13%,
CC(C)COCc1ccc(O)c2ncccc12,11%,1%,2%,1.6µM*,?,
C=CC[C@@H](Cc1ccc(F)cc1)C(=O)OC[C@H]1CCCN1C(=O)[C@H](CC=C)CC(=O)N(CCO)Cc1ccccc1,1.0%,-7%,nt,-8%,8%,
